ERp5 block = blocks human ERp5 reductase activity on insulin | inhibition, % at 9.99 µM | Q15084 | ERp5 insulin aggregation, absorbance 650 nm, 90 min | 350,000 tested, 0.05% active;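 active = mean replicate inhibition above about 25%, with every replicate also reaching it, limit read from the data, passing the limit was not always enough; inconclusive = only one of those two criteria met; inactive = neither criterion met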
E-selectin induc = E-selectin induction on HUVECs. HUVEC E-selectin immunofluorescence imaging; normalized: neutral wells 0, TNF-alpha wells 100. 260,000 tested, 0.37% active. AID 686992. activation, % at 7.58 µM;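 active = mean E-selectin-positive cell signal at least 10% of the positive control, reached in at least 60% of replicates, without over 20% cell loss; inconclusive = no rule given, readout overlaps actives, possibly toxicity-flagged; inactive = the rest, including those meeting only one limit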;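 also: in these data hits start at about 27%; measured in HUVEC primary endothelial cells; signal is the percent of cells scored E-selectin positive by PE staining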
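Read-out basis: % PE-positive cells; Test system: HUVEC primary endothelial cells; Technique: immunofluorescence imaging; Dosing: single-point compound dose.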
RAD54 inh = inhibitors of human RAD54 branch migration; Q92698; RAD54 Holliday junction branch migration, FAM/BHQ fluorescence; inhibition, % at 10.4 µM; 360,000 tested, 0.14% active;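 active = mean normalized replicate activity at least 40 and at least half of replicates scoring 40 or more; inconclusive = only one of the two criteria met; inactive = mean below 40 and under half of replicates reaching 40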;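 also: 0% = median of neutral control wells and 100% = median of positive control wells; inhibitors cause a drop in the FAM fluorescence signal; in these data hits start at about 50%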
ERAP1 inh = ERAP1 (human) enzyme inhibition | 340,000 tested, 0.15% active | Q9NZ08 | recombinant ERAP1, Leu-AMC fluorescence, 60 min | inhibition, % at 10.7 µM;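 active = mean replicate inhibition of at least 30%, or all replicates individually reaching that 30% level; inactive = mean below 30% and not every replicate reaching it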;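 also: 0% = neutral control wells and 100% = L-leucinethiol positive control wells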
Target sequence (Q9NZ08 whole entry, looked up): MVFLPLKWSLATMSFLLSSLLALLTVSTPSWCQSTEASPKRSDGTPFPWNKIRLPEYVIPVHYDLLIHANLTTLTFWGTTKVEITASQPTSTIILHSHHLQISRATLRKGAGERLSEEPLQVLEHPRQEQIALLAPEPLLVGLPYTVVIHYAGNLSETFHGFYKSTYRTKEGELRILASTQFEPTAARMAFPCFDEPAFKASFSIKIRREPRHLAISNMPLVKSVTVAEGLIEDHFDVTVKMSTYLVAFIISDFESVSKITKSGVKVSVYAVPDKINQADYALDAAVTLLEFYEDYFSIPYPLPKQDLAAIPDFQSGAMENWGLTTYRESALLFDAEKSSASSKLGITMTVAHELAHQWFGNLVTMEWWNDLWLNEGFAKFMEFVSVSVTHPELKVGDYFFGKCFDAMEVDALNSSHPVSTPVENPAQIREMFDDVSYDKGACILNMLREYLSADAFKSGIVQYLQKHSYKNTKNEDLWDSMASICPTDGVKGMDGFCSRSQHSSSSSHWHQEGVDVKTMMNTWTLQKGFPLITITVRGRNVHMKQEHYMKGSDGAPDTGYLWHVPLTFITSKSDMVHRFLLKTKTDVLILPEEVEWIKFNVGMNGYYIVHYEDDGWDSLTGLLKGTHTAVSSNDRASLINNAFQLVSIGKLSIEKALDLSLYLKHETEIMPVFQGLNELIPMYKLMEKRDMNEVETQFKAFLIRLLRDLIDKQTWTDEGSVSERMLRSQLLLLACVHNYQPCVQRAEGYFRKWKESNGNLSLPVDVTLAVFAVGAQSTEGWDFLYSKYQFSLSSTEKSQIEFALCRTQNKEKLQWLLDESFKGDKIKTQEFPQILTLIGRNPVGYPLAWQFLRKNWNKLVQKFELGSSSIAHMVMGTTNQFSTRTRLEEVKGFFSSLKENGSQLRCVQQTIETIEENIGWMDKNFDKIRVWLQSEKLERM
RAD52 anneal inh = inhibitors of human RAD52 DNA annealing. P43351. recombinant RAD52 DNA annealing, FRET fluorescence. inhibition, % at 18.7 µM. 360,000 tested, 0.46% active. AID 651710;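 active = every replicate showing at least 50% inhibition; inconclusive = mean inhibition at least 50% but not in every replicate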
esBAF inh = inhibitors of esBAF chromatin remodeling in mouse ES cells. Bmi1-luciferase knock-in reporter, 24 h; 100% = twice the neutral-well signal. reporter increase, % at 12.5 µM. 350,000 tested, 2% active; in the data active = activation above about 40%; inconclusive = no clear call, values can overlap the other calls;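 also: 0% = median of the plate's neutral control wells and 100% = double that signal; a rise in the Bmi1 reporter signal indicates esBAF inhibition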
S100A4 MyoIIA = S100A4-myosin IIA interaction inhibition. P26447. S100A4/TAMRA-MyoIIA peptide fluorescence polarization. inhibition, % at 10.7 µM. 360,000 tested, 0.14% active. AID 652163;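 active = mean inhibition of at least 70% across replicates, with every replicate also reaching that level; inconclusive = mean inhibition reaches 70% but some replicates fall short; inactive = mean inhibition below 70%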
Target sequence (P26447 whole entry, looked up): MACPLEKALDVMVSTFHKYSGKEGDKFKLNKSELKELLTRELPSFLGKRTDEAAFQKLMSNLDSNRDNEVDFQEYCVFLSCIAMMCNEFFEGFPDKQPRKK
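Test system: S100A4 monomer protein; Medium: HEPES pH 7.2 with CaCl2, KCl, NaCl, DTT, Triton; Probe or stimulus: TAMRA-labelled myosin IIA heavy-chain peptide probe, 5 nM; Doses: one dose per compound; Times: polarization read 5 min after assay mix addition, stable 5–60 min; Benchmarks: neutral control DMSO, positive control TFP.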
Xi reactivation = activators of X-chromosome reactivation in mouse fibroblasts. XiGFP mouse fibroblasts, % GFP-positive cells imaging, 3 d; cells co-treated with 5-aza-dC sensitizer; scaled so ellipticine positive control = 100%. activation, % at 7.58 µM. 360,000 tested, 0.055% active. AID 743238;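 active = mean normalized replicate activation at least 10% and every replicate at or above 10%; inconclusive = only one of the two criteria met; inactive = mean below 10% and not all replicates reach 10%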;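 also: 0% = median of on-plate neutral control wells and 100% = ellipticine 6 µM median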
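System: 68-5-11 XiGFP fibroblast line | Buffer or medium: DMEM containing 5-aza-dC | Compound: Single point | Times: Compounds 3 days, fix/stain 15 min at room temperature | Benchmarks: Positive control ellipticine, 6 µM final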
Active calls of the source: *; ? = inconclusive; . = not tested or not shown; & = joins results of further samples.

SMILES	ERp5 block	E-selectin induc	RAD54 inh	ERAP1 inh	RAD52 anneal inh	esBAF inh	S100A4 MyoIIA	Xi reactivation
Cc1sc(NC(=O)C2CSC3(C)CCC(=O)N23)nc1-c1ccc(F)cc1 (configuration not stated)	-3	1.1	5	-4	-24	.	6	0.1
CCOc1ccccc1C(O)C1=CC(=O)c2ccccc2C1=O (configuration not stated)	1	-0.1	12	0	-20	-7	-1	-0.1
Cc1ccccc1OC(=O)c1cccnc1	3	.	-5	-3	-9	7	3	0.0
COc1cc2ccc(=O)oc2c(O[C@@H]2O[C@H](CO)[C@@H](O)[C@H](O)[C@H]2O)c1O	8&-1	0.2&0.1	-1&-18	59*	-18&-13	3&-1	1&-2	0.0&0.0
COc1ccccc1C#Cc1cnc2c(c1)C(=O)N([C@@H](C)CO)C[C@@H](C)[C@@H](CN(C)C(=O)c1ccc3c(c1)OCO3)O2	-2	0.1	0	2	3	6	1	-0.6
COc1ccc(OCc2nnc(SCC(=O)Nc3oc(C)c4c(C)n[nH]c(=O)c34)n2C)cc1	-1	-3.1	-3	2	-13	-2	0	0.1
O=C1C2CC=CCC2C(=O)N1Cc1nnc(-c2ccccc2Br)o1 (configuration not stated)	0	.	-9	-2	-48	17	-2	0.1
Cc1cc(C)cc(C(=O)N2CCN(c3ccccn3)CC2)c1	0	-1.0	-1	1	15	-6	-2	0.0
CC(C)(C)NC(=O)NC(=O)CSc1ccc(S(=O)(=O)N2CCCCC2)cn1	-1	.	1	-1	-8	-7	3	-0.1
Cc1ccc(S(=O)(=O)Nc2c(C)[nH]c(=O)[nH]c2=O)cc1C	2	0.7	.	-3	-8	.	3	-0.3
O=C(NNC1=NC2(CCCC2)Cc2ccccc21)c1cccnc1	-13	4.2	1	-3	8	-2	-2	0.1
Fc1ccc(OCc2nnc(-c3ccccc3Br)o2)c(Cl)c1	1	.	-2	-1	-12	67*	4	0.0
CCOC(=O)c1c(N)ssc1=S	3	.	-11	4	-16	-2	8	.
CC(C)(C)c1ccc(NC(=O)COC(=O)c2ccc3ncsc3c2)cc1	2	0.7	-1	3	-11	-17	8	0.3
CC(C)C1CC2=C(C(=O)OC(C)(C)O2)C(c2ccc(F)cc2)O1 (configuration not stated)	4	0.0	9	0	7	-10	-1	-0.1
CC(C)N(Cc1ccccc1)C(=O)COC(=O)c1c(F)cccc1F	6	-0.2	3	-7	-6	0	-4	0.0
COc1cc(NC(=O)C/C(C)=N/NC(=O)C(=O)NCCO)c(OC)cc1Cl	2	9.3	.	0	-7	.	-18	0.3
CC1(C)CC2CC(C)(CN2C(=O)COC(=O)c2cccnc2Cl)C1 (configuration not stated)	4	-0.6	-11	-1	6	-1	-2	0.1
Cc1ccc(Nc2c(-c3ccc(N4CCOCC4)cc3)nc3cnccn23)cc1	-6	0.1	0	-2	-22	.	0	0.0
CC(C)(CO)Cc1cc(C(C)(C)C)c(O)c(C(C)(C)C)c1	2	0.0	-4	-3	-4	7	-9	0.8
O=C(Cn1cc(C(F)(F)F)ccc1=O)Nc1ccc(N2CCOCC2)cc1	-1	.	0	6	-9	-4	-20	0.5
CC(C)(C)c1ccc(-c2nnc(SCC(=O)Nc3sc4c(c3C#N)CCCC4)o2)cc1	0	.	.	-1	-3	.	-1	-0.1
O=C(C(Cc1ccccc1)n1cccc1)N1CCN(c2cccc(Cl)c2)CC1 (configuration not stated)	8	-0.1	-2	9	-65	0	0	0.2
CSc1ccc(CN2CCC(C)(Oc3ccccc3C)C2)cc1 (configuration not stated)	-4	0.1	3	6	-24	-8	10	0.1
Cn1nccc1C(=O)NC1CCCc2c1cnn2-c1cc(F)cc(F)c1 (configuration not stated)	-7	.	3	2	-14	27	-9	0.2
CCOCCCNC(=O)c1cn2c3c(ccc(Cl)c3c1=O)OC(C)C2 (configuration not stated)	4	-0.1	6	-1	-13	-4	-2	0.1
CC(C)Oc1ccc(Cl)cc1Nc1nc(NCCO)nc(N2CCCC2)n1	-3	0.5	2	0	-12	5	-1	0.0
CCN(CC)S(=O)(=O)c1cccc(C(=O)NCC2(N3CCOCC3)CCCCC2)c1	-1	0.8	9	-3	-15	-1	5	0.0
O=[N+]([O-])c1cccnc1Sc1ccccc1Cl	-7	0.1	.	0	2	.	0	0.1
COCCCNC(=O)c1c[nH]c2ccc(S(=O)(=O)N3CCC4(CC3)OCCO4)cc2c1=O	1	-0.1	.	7	-5	.	-6	0.1
CSc1ncnc2c1ccn2CC(=O)Nc1ccc(C)c(C)c1	-6	-0.2	0	1	-6	.	0	0.0
C=CCN1C(=O)c2ccc(C(=O)NCC(=O)Nc3c(C)cc(C)cc3C)cc2C1=O	-1	-0.6	14	-4	-20	-9	0	0.2
O=C(NNC(=O)C1CCN(Cc2ccc(F)cc2Cl)CC1)Nc1ccc([N+](=O)[O-])cc1	-5	.	.	-9	1	.	-3	0.3
CN1C(=O)c2cc(NC(=O)Cc3cccs3)ccc2OC[C@@H]2O[C@@H](CC(=O)NCC3CC3)CC[C@@H]21	-12	0.0	-5	0	17	1	-1	0.1
CC1CCC(NC(=O)C2CCN(S(=O)(=O)c3ccc4nc5c(c(C(=O)O)c4c3)CC(C)CC5)CC2)CC1 (configuration not stated)	6	4.6	-9	4	-22	2	-7	0.1
O=C(c1ccc(N2CCCC2=O)cc1)N1CCN(c2ccccc2Cl)CC1	-13	.	-1	2	-3	0	-1	0.3
CCCN(C)C[C@@H]1Oc2cc(Br)ccc2S(=O)(=O)N([C@@H](C)CO)C[C@@H]1C	2	-0.2	3	1	-8	4	-30	0.1
N=c1n(CCN2CCCCC2)c2ccccc2n1CC(O)c1ccco1 (configuration not stated)	2	1.0	.	-1	2	-8	-19	-0.1
C[C@H](CO)N1C[C@H](C)[C@H](CN(C)C(=O)CCC(F)(F)F)OCCCC[C@H](C)Oc2ccc(NS(=O)(=O)c3ccccc3)cc2C1=O	-1	.	4	-2	1	11	-2	.
N#CCC(=O)Nc1ccc(C(=O)OCC(=O)Nc2cccc(C(F)(F)F)c2)cc1	6	.	.	2	-150	.	-6	0.0
O=C(Nc1ccccc1Cc1ccccc1)c1ccncc1	19	0.0	2	-2	-10	-1	9	-0.1
CC1Cc2ccccc2N1C(=O)CSc1nnc(C2CC2)n1C (configuration not stated)	-1	.	.	0	-2	.	-3	0.0
C[C@@H]1CN([C@H](C)CO)C(=O)c2cc(NC(=O)Nc3ccccc3)ccc2O[C@@H](C)CCCCO[C@@H]1CN(C)C(=O)c1ccccc1	-8	.	-6	-6	7	-6	-3	-0.1
Cc1ccccc1-c1cccc([C@@H]2C[C@H]3[C@H](CON3C)CN2S(=O)(=O)c2ccccc2C)c1	-9	-0.1	1	4	-8	-6	-1	.
O=C(CN1CCOCC1)Nc1c(-c2ccccc2)c2cc(Br)ccc2[nH]c1=O	1	.	0	-1	-12	0	1	.

Structural class: the compounds so far containing an NH in an aromatic ring.
SMILES	ERp5 block	E-selectin induc	RAD54 inh	ERAP1 inh	RAD52 anneal inh	esBAF inh	S100A4 MyoIIA	Xi reactivation
COc1ccc(OCc2nnc(SCC(=O)Nc3oc(C)c4c(C)n[nH]c(=O)c34)n2C)cc1	-1	-3.1	-3	2	-13	-2	0	0.1
Cc1ccc(S(=O)(=O)Nc2c(C)[nH]c(=O)[nH]c2=O)cc1C	2	0.7	.	-3	-8	.	3	-0.3
COCCCNC(=O)c1c[nH]c2ccc(S(=O)(=O)N3CCC4(CC3)OCCO4)cc2c1=O	1	-0.1	.	7	-5	.	-6	0.1
O=C(CN1CCOCC1)Nc1c(-c2ccccc2)c2cc(Br)ccc2[nH]c1=O	1	.	0	-1	-12	0	1	.

Continued:
SMILES	ERp5 block	E-selectin induc	RAD54 inh	ERAP1 inh	RAD52 anneal inh	esBAF inh	S100A4 MyoIIA	Xi reactivation
CCCCCCC12C(=Cc3cc(C)ccc31)c1ccccc1C(CC(=O)NCc1ccccc1)N2C(=O)OC (configuration not stated)	0	-0.3	.	3	-26	.	-2	0.0
COc1ccccc1NC(=O)CSc1nc2[nH]ncc2c(=O)[nH]1	-15	.	.	-1	-7	.	0	0.5
O=C(COC(=O)CCC(=O)c1cccs1)Nc1ccc(F)c(F)c1F	-2	0.1	5	-2	-22	3	0	0.0
CO[C@H]1CC[C@H]2CCN(C)C(=O)[C@@H](C)CN(C)C(=O)c3cc(C#N)ccc3OC[C@H]1O2	-5	0.3	4	-1	6	-2	-2	0.0
O=C(Nc1nccs1)c1ccc2ccccc2n1	5	0.1	0	0	-19	0	-3	0.0
Cc1ccc(S(=O)(=O)NC[C@H]2CC[C@H]3[C@H](CN3Cc3cc(F)ccc3F)O2)cc1	0	.	.	0	61*	.	3	.
CCCCN(C)C(=O)c1cc2cc3ccc(OC)cc3nc2o1	2	0.1	-3	0	-27	?	-2	-0.1
CC1Oc2ccccc2N(CC(=O)N2CCc3ccccc32)C1=O (configuration not stated)	0	.	-1	0	-7	4	-1	.
O=C(CN1C(=O)S/C(=C/C=C/c2ccccc2)C1=O)Nc1ccc(C(=O)O)cc1	-5	.	.	25	-18	.	-2	-0.1
O=C(O)c1cc(C(=O)C2CCCCC2)c[nH]1	4	.	.	3	-19	.	-2	-0.1
COc1cc(C2N(C)C(=O)c3ccccc3N2C)ccc1O (configuration not stated)	3	0.0	8	4	-1	0	3	-0.1
CNC[C@@H]1Oc2ccc(NS(=O)(=O)c3ccc(Cl)cc3)cc2C(=O)N([C@H](C)CO)C[C@@H]1C	2&4	0.1	-2&-2	2&0	-1&-9	-5&-5	-6&2	0.6&0.0
C[C@@H]1CCCCO[C@H](CN(C)C(=O)Nc2ccc3c(c2)OCO3)[C@@H](C)CN([C@@H](C)CO)C(=O)c2cc(NC(=O)c3ccccc3)ccc2O1	-2	-0.2	8	0	2	4	4	0.1
CCOC(=O)[C@H]1[C@H]2COc3ccc(Br)cc3[C@@H]2N2C(=O)c3ccc(C)cc3NC(=O)[C@@]12C	8	-0.2	4	-3	14	1	1	-0.2
Cc1ccc(-c2cnc3c(c2)C(=O)N([C@@H](C)CO)C[C@H](C)[C@@H](CN(C)C)O3)cc1	-4	0.4	-3	1	0	-1	8	-0.5
CCCN(C(=O)C1=COCCO1)c1c(N)n(Cc2ccccc2)c(=O)[nH]c1=O	-4	.	.	4	-10	.	-1	0.1
CNC(=O)C1(CC(C)C)C=CCN1C(C)=O (configuration not stated)	0	-0.1	9	1	-5	4	0	0.1
C[C@@H]1CN([C@@H](C)CO)C(=O)c2cc(NC(=O)CCCCCC(=O)Nc3ccccc3N)ccc2O[C@@H]1CN(C)C(=O)Nc1ccccc1	9	-0.2	8	-6	-4	-7	3	-0.2
O=C(N/N=C/c1cccnc1)c1cccc(S(=O)(=O)Nc2cccc(Cl)c2)c1	0	4.2	-1	0	-11	-9	0	0.0
CC(C)(C)c1ccc(OCC(=O)NNC(=O)c2cccnc2)cc1	22	.	.	6	-14	.	-15	0.3
COc1cccc(-n2c(Cn3nc(C(F)(F)F)cc3C)n[nH]c2=S)c1	-5	-0.1	0	-2	-8	-9	0	0.4
N#CC(C#N)c1ccnc2ccccc12	1	0.1	0	-2	-14	-19	21	0.3
COc1ccc(NS(=O)(=O)c2ccc(SC)cc2)cc1	-4	.	-3	-3	-6	0	6	.

Rows are unselected; 2.5% or so of the library scored in one or more.
